GAA850 FXN act = increases GAA850 frataxin promoter reporter activity. AID 540364. 0.56% of 360,000 active. HEK293 lucGAA850 FXN promoter luciferase reporter, 24 h; percent of 10 µM SAHA response. activation, % at 6 µM;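 active = activation above the average of all compounds screened plus 3 SD, cutoff fixed separately per campaign, cut at about 7.5% in these data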;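 also: 0% = DMSO wells and 100% = 10 µM SAHA wells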
NPR1 activator = GC-A (human) enzyme activation; P16066; HEK293 GC-A cells, cGMP TR-FRET, EC30 ANP; 0% at EC30 ANP, 100% saturating ANP; activation, % at 10 µM; 0.14% of 370,000 active; in the data active = activation above about 40%
KLK7 zymogen act = activators of human kallikrein-7 zymogen; purified proKLK7, EDANS-DABCYL substrate fluorescence; 100% is mature enzyme control, 0% vehicle; activation, % at 7 µM; 0.9% of 370,000 active; AID 652039;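 active = activation above the mean of all tested compounds plus 3 SD, computed per campaign excluding outliers beyond control limits, cut at about 13% in these data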
Target sequence (P49862 whole entry, looked up): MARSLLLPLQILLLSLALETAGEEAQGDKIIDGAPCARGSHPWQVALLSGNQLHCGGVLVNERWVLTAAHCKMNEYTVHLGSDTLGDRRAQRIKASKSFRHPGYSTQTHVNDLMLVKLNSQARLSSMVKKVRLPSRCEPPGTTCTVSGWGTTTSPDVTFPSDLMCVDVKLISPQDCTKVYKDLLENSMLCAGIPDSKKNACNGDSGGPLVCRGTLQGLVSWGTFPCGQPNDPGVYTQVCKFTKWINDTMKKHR
hcDAF12 agonist = activators of H. contortus DAF-12 nuclear receptor. HEK293 hcDAF-12 lit1-tk-luc reporter, luminescence; 0% DMSO, 100% Δ7-dafachronic acid. activation, % at 6.8 µM. 1.4% of 370,000 active;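 active = activation above the mean of all tested compounds plus 3 SD, cut at about 5.5% in these data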;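 also: 100% = response to 3 µM Δ7-dafachronic acid high control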
SMARCA2 act = activators of SMARCA2 function | MG213 cells, MMTV-luciferase reporter, dexamethasone, overnight | activation, % at 9.1 µM | 1% of 370,000 active; in the data active = activation above about 7.8%;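 also: 0% = vehicle wells and 100% = reference activator wells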
ssDAF-12 act = activators of S. stercoralis DAF-12 nuclear receptor; HEK293 ssDAF-12/GRIP1 lit1-tk-luc reporter, luminescence; % of 3 µM dafachronic acid response; activation, % at 6.8 µM; 1% of 370,000 active; AID 652126;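 active = activation above the mean over all tested compounds plus 3 SD, cut at about 0.9% in these data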;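 also: 0% = DMSO-only wells and 100% = 3 µM delta7-dafachronic acid wells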
DAX1 inh-1 = inhibitors of DAX1 repression of SF-1 activated StAR promoter. inhibition, % at 6.8 µM. HEK293T StAR-luciferase reporter, SF-1/DAX-1 repression relief. AID 652010. 1.1% of 370,000 active;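 active = inhibition above the mean over all tested compounds plus 3 SD, cut at about 3.6% in these data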;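 also: 0% = DAX-1 cells with DMSO and 100% = cells lacking DAX-1 with DMSO; higher inhibition means more luminescence from relief of DAX-1 repression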
sPLA2-III inh = Blocks human group III sPLA2 activity. inhibition, % at 12.2 µM. 0.56% of 370,000 active. QFRET BODIPY PC-A2 liposome hydrolysis, fluorescence. Q9NZ20;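 active = inhibition above mean plus 3 SD of compounds lying within the high and low control bounds, cut at about 19% in these data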;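 also: 0% = median of test compound wells and 100% = no enzyme DMSO wells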
Target sequence (Q9NZ20 whole entry, looked up): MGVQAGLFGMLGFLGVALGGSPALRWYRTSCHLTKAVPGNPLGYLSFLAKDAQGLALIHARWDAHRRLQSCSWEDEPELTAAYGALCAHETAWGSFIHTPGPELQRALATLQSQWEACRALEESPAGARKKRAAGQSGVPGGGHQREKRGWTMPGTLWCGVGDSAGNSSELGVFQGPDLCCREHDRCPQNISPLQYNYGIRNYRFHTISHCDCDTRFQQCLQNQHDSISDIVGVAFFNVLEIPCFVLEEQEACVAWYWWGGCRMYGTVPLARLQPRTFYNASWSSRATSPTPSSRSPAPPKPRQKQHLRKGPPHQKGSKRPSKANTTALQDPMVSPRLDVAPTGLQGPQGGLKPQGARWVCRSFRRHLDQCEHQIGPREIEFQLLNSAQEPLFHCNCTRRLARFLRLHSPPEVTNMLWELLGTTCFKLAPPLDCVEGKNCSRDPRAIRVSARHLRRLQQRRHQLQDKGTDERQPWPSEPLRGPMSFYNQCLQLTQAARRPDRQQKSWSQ
DAX1 inh-2 = inhibitors of human orphan nuclear receptor DAX1 (NR0B1); HEK293 Gal4-DAX1 luciferase reporter, luminescence; inhibition, % at 6.75 µM; 0.99% of 340,000 active; AID 504766;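 active = inhibition above the mean over all tested compounds plus 3 SD, cut at about 4.2% in these data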;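 also: 0% = DAX1-transfected cells with DMSO and 100% = empty-vector control cells with DMSO; inhibition shows as a rise in luminescence from relieved DAX1 repression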
Target sequence (P51843 207-470 limits assumed): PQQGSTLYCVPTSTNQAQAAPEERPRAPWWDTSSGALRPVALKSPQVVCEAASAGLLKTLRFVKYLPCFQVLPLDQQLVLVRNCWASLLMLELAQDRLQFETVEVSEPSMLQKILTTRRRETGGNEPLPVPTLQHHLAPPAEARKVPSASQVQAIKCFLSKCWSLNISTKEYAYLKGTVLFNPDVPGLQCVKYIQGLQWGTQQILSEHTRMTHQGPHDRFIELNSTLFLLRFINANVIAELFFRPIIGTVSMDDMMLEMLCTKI
hgDAF-12 ag = activates the H. glycines DAF-12 receptor ligand-binding domain | HEK293 GAL4-hgDAF12 UAS-luciferase reporter, agonist luminescence; normalized to butyrate control | activation, % at 6.8 µM | 1.8% of 370,000 active | AID 687014;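 active = activation above a cutoff set at the mean of all screened compounds plus 3 SD, cut at about 10% in these data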;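 also: 0% = DMSO wells and 100% = sodium butyrate wells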
GC-B act = GC-B (human) receptor activation; P20594; HEK293-GC-B cells, CNP EC30, cGMP TR-FRET; 0% at EC30 CNP, 100% saturating CNP; activation, % at 10 µM; 0.11% of 370,000 active;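 active = activation at 10 µM reaching about 35% in either raw or pattern-adjusted values, limit read from the data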
* marks the source's active call; other numbers are inactive results; . = no result given.

SMILES	GAA850 FXN act	NPR1 activator	KLK7 zymogen act	hcDAF12 agonist	SMARCA2 act	ssDAF-12 act	DAX1 inh-1	sPLA2-III inh	DAX1 inh-2	hgDAF-12 ag	GC-B act
Cc1ccc(-c2csc(NC(=S)NC(=O)c3ccco3)n2)cc1	3.8	6	-0.2	0.3	0	-1.0	-0.1	16	0.6	-4.8	-3
Cc1ccc(OCCn2nnc3ccccc32)cc1C	4.1	-4	-0.1	3.0	4	-0.8	1.1	1	0.6	13*	-3
CN(C)S(=O)(=O)c1ccc(Cl)c(C(=O)OCC(=O)NC(=O)c2cccn2C)c1	1.6	-1	0.6	-4.1	-1	-0.4	0.1	-6	-0.1	-1.0	1
COc1ccc(C(=O)Nc2cccc(-c3cnc4ccccc4n3)c2)cc1	-0.3	4	-0.3	-1.1	8.4*	-0.9	-0.5	6	-0.2	-0.6	6
CCOC(Cn1ccc(=O)[nH]c1=O)OCC	-0.2	8	-0.2	-0.2	4	-1.0	-0.3	5	2.3	-3.6	2
O=C(COC(=O)/C=C/c1ccc(OC(F)F)cc1)Nc1ccc2[nH]c(=O)[nH]c2c1	-1.9	-3	0.1	-0.8	3	-1.4	-0.4	1	0.9	-0.1	1
COc1ccc(OC)c(NC(=O)C2CCN(Cc3cnn(-c4ccccc4)c3-n3cccc3)CC2)c1	-2.7	0	0.2	-3.3	-3	-1.4	0.0	-6	0.3	-0.8	3
Cc1ccc(C(=O)OCC(=O)Nc2nc(-c3ccccc3)cs2)cc1NC(=O)c1ccco1	0.3	4	-0.4	-1.2	0	-1.9	-0.8	-17	-1.5	5.8	3
Nn1c(SCc2ccc([N+](=O)[O-])cc2)nc2ccccc2c1=O	3.8	-5	-0.1	0.5	2	-1.6	-0.1	-2	1.2	-0.3	-1
COc1ccc(N(CC(=O)Nc2cccc(C(F)(F)F)c2)S(C)(=O)=O)cc1	1.4	-7	0.6	-1.6	1	-1.4	0.2	-25	0.0	1.4	-7
Nc1nc2ccccc2n1S(=O)(=O)c1ccc(Cl)cc1	2.3	-2	-0.3	0.3	1	-0.9	4.2*	-2	.	-0.8	5
COc1ccc(C(=O)OCC(=O)NCCc2ccc(F)cc2)cc1S(=O)(=O)N1CCOCC1	-0.8	3	0.4	-1.8	-3	-1.2	0.6	9	0.5	0.0	-1
CCCN1CN=C(Nc2nc3ccccc3o2)NC1	2.7	4	-0.2	1.3	0	-0.8	0.4	1	.	1.6	0
O=C(NC(=S)NNC(=O)c1ccccc1O)c1ccco1	0.7	0	0.0	2.5	1	0.7	0.0	28*	-0.3	3.2	0
COc1cccc2c(=O)n(CC(=O)N3CCCCCC3)ccc12	-0.1	-1	-0.9	0.1	-1	-0.8	0.7	-2	0.9	-3.0	0
CCOC(=O)C1CCCNC1=O (stereo unspecified)	2.5	9	0.1	-1.2	-4	-0.7	-0.3	12	-3.4	-0.2	5
O=C(/C=C/c1cccs1)c1ccc(NC(=O)c2ccccc2F)cc1	1.8	1	0.3	0.2	1	-1.5	0.6	2	-1.3	1.7	4
COc1ccc(CN(C)C(=O)Cc2c[nH]c3ccccc23)cc1	1.9	-3	0.2	6.1*	5	0.5	-0.6	-65	-0.7	0.8	5
CC(C)N(C(=O)[C@H]1C[C@H](CC(=O)NCc2cccc(C(F)(F)F)c2)C(=O)N2CCc3c([nH]c4ccc(Cl)cc34)[C@]12C)C(C)C	0.7	-4	0.3	2.8	-1	-1.4	0.2	2	-0.3	3.5	0
NC(N)=NN=Cc1ccnc2ccccc12	.	-1	0.4	-0.2	2	-0.9	1.9	3	.	2.8	-1
Cc1ccc(NC(=O)Cc2c(Cl)cccc2Cl)cc1S(=O)(=O)N(C)C	0.2	-1	-0.1	11*	-4	-1.2	-0.6	-10	-1.0	-2.3	7
O=C(Nc1ccc([N+](=O)[O-])cc1)c1ccc(Cn2cc([N+](=O)[O-])cn2)cc1	2.1	3	-0.4	1.3	0	-2.1	0.4	2	-1.6	-4.2	-7
O=C(NCc1ccccc1)C1=C[C@H](c2ccc(C(F)(F)F)cc2)C[C@H](OCc2ccc(CO)cc2)O1	-0.6	-3	0.7	-0.7	-2	-1.2	-0.2	-1	-0.7	0.0	0
CCNC(=O)c1cc(Br)ccc1Cl	-0.2	6	-0.5	0.0	-1	-1.7	-0.2	7	1.6	-0.5	6
CCOC(=O)C1(CCc2ccccc2)CCN(C(=O)CCc2cnccn2)CC1	1.3	-4	0.1	-0.1	-2	-1.8	0.2	2	3.2	5.2	-1
O=C1CN(C(=O)CSc2nc(-c3ccc(Cl)cc3)cs2)c2ccccc2N1	-3.8	-4	0.6	-1.6	-2	-2.5	-1.8	3	0.6	-3.4	-10
CN(CC(=O)Nc1cccc(F)c1)C(=O)c1csc2c1CCCC2	0.2	-4	-0.2	0.1	-3	-1.3	-1.0	2	-2.4	-3.4	-4
O=C(COc1ccc(S(=O)(=O)N2CCCCC2)cc1)NC1CCCCC1	0.7	1	-0.2	-0.3	0	-1.6	-0.4	4	2.5	-2.4	-4
O=[N+]([O-])c1ccc(-c2cn3c(n2)CCC3)cc1	1.9	-8	0.0	2.6	3	0.2	0.8	-3	3.5	5.7	1
Cc1ccccc1CN1CCN(CC(=O)NCc2ccccn2)C1=O	-1.0	10	0.1	-0.2	-6	-0.7	-0.6	9	-0.8	0.3	-2
COc1cccc(CNCc2ccc3c(c2)OCO3)c1	-0.1	-3	-0.7	-2.1	-3	-1.4	-0.4	3	-1.2	-0.9	-3
CCN1C(=O)N(CN2CCOCC2)C2C1N(CN1CCOCC1)C(=O)N2CC (stereo unspecified)	1.1	-3	-0.6	0.0	1	-1.3	-0.1	-3	0.7	-1.7	-1
CCOC(=O)C1(Cc2ccc(OC)cc2)CCN(C(=O)c2ccc3[nH]ccc3c2)CC1	-6.2	3	0.6	-1.2	0	-2.2	-2.4	-27	-2.1	3.5	-1
COc1cc(Br)cc(CN2CCN(C/C=C/c3ccccc3)CC2)c1O	2.2	1	-0.1	-2.5	3	-1.4	-0.7	-14	-0.3	-2.3	-7
Cn1c(Oc2ccc(F)cc2F)c(C=O)c2ccccc21	-1.1	-5	0.1	-1.2	-2	-1.2	-0.8	-2	-0.6	1.0	2
Cc1nc(NS(=O)(=O)c2ccccc2)sc1NC(=O)Nc1ccc(Cl)cc1	1.6	-2	-0.2	-0.6	-5	-0.3	-0.6	-10	0.0	-4.0	4
C=CCN1C(=O)C(CC(=O)NCC)SC1=Nc1cc(Cl)ccc1Cl (stereo unspecified)	3.0	7	1.0	-0.8	-1	-2.2	0.3	-19	-0.5	-3.9	9
CN(Cc1ccccc1)C(=O)c1ccc(NC(=O)Cc2ccc(NC(=O)C3CCN(C(=O)CCc4ccccc4)CC3)cc2)cc1	-0.9	1	0.7	-1.5	-1	-1.1	-2.5	-7	-4.0	-4.0	0
CC(C)(C)NC(=O)CCN1CCOCC1	-1.1	3	-0.1	-0.4	1	-0.7	0.3	11	0.8	1.4	5
O=C(Nc1ccc(N2CCCCC2)cc1)c1cc([N+](=O)[O-])cc([N+](=O)[O-])c1	-0.7	-2	0.4	0.8	-3	-0.6	1.3	3	1.6	3.6	0
Cc1ccc(S(=O)(=O)N2CCN(C(=O)Cc3ccccc3)CC2)cc1C	0.0	-1	-0.1	1.4	2	-1.5	-2.4	6	0.2	2.1	-3
COC1(OC)C(=N/O)/C(=N\O)CCC1O (stereo unspecified)	-0.5	0	-0.2	1.5	-1	-1.0	-0.1	6	-0.3	-0.4	8
CCCN1CNC(=S)N(CC2CCCO2)C1 (stereo unspecified)	1.6	0	0.2	-0.2	-5	-1.1	0.4	14	0.2	-1.5	5
C=CCN1C[C@H](COC(=O)c2cccc(OC)c2)Oc2cccc(F)c2S1(=O)=O	.	1	0.7	-1.3	-6	-1.5	-0.9	4	.	-0.5	-7
COc1ccc([C@H](NC(=O)OC(C)(C)C)C(=O)OC(C)(C)C)cc1	0.2	-1	0.0	-0.8	0	-1.1	-0.2	8	2.7	2.4	-5
C/C(=N\NC(=S)Nc1ccc(F)cc1)C1CC1	2.1	3	-0.3	0.4	0	-0.6	0.9	8	0.8	0.8	-4
CC1CCC(NC(=O)CCS(=O)(=O)c2ccc3c(c2)oc(=O)n3C)CC1 (stereo unspecified)	-0.8	2	0.4	2.5	1	-1.2	0.6	2	0.1	-2.3	1
N#CCCN(Cc1cccnc1)C(=O)Nc1cccc(Cl)c1	-1.1	-2	-0.1	-1.3	0	-1.5	-0.4	7	0.1	-2.3	1
Cc1cc(C(=O)CCC(=O)N(C)CC(=O)Nc2ccccc2Br)c(C)s1	0.3	-7	0.4	-0.5	-2	-1.0	3.2	2	0.8	0.6	2
O=C(O)CCSc1ncnc2sc(-c3ccccc3)cc12	-13	8	0.5	-5.2	-11	-3.2	-1.9	8	-0.2	-14	-5
COc1cccc(CN2CCN(c3ccc(F)cc3)C2=O)c1	3.8	0	-0.4	-0.4	-3	-1.6	-0.9	6	-0.8	2.4	-6
CCCCOc1ccc(C(=O)NCC(=O)N2CC(C)CC(C)C2)cc1 (stereo unspecified)	0.0	3	0.3	-2.5	-3	-1.1	-0.3	11	-0.2	-1.2	7
COCCNC(=O)C(c1cccs1)N(C(=O)Cn1nnc2ccccc21)c1ccc2c(c1)OCO2 (stereo unspecified)	-0.1	-1	0.2	-0.7	-2	-1.3	0.2	2	0.3	-1.8	-3
O=C(NCCc1ccccc1)c1cccs1	2.4	-2	0.2	2.9	2	0.5	3.0	6	0.7	11*	-5
COc1ccc(-c2cc(C(N)=O)nc(N3CCCCCC3)n2)cc1	0.6	4	-0.1	-1.8	1	-1.4	0.1	-5	-0.7	-0.7	-1
CCN(CC)CCCNC(=O)Cc1c(C(=O)O)n(C)c2ccccc12	1.4	0	-0.3	0.5	-4	-0.9	-0.6	3	1.4	0.1	3
CCC(C)C(NC(=O)C1CCC(C)CC1)C(=O)NCCCN1CCCCC1CC (stereo unspecified)	2.0	3	-0.3	0.0	0	-1.4	-0.1	0	-0.2	0.5	-1
Cc1cccc(NC(=O)NC(=S)NC(=O)c2ccccc2)c1	4.5	27	0.1	1.1	3	-0.9	-0.3	1	-0.2	2.1	3
CCc1ccc(/C=C2\Oc3ccc(C(=O)OC)cc3C2=O)cc1	1.3	-2	-0.4	0.4	10*	-1.3	0.3	-4	2.0	1.8	-1
CSc1ccccc1C(=O)N(C)Cc1ccccc1	2.5	-5	0.5	-1.9	-3	-1.3	-0.1	2	-0.6	-2.1	2
CCN(CC)C(=S)NC(=O)c1ccc(F)cc1	2.4	-2	-0.4	-0.1	3	-1.2	0.6	6	-0.6	-1.3	2

High-throughput results from PubChem BioAssay.
